# Hsp90 inh: tumor Hsp90 inhibitors, primary screen, cell lysate, fluorescence polarization, NCI-N417 lysate. Cy3B-geldanamycin FP displacement. inhibition, % at 30 µM. 64,000 compounds, 0.35% hits. AID 429, 2006;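 active means inhibition above 50%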;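 further: 0% = tracer plus lysate wells and 100% = tracer alone without lysate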
# Starred values were filed as active, the others as inactive. A portion of the library; the hit share may differ from the screen's.
SMILES,Hsp90 inh
CC(N=C(NC#N)Nc1ccncc1)C(C)(C)C (stereo unspecified),0.4
COc1ccccc1N1CCN(CCN(C(=O)c2ccc(F)cc2)c2ccccn2)CC1,-2.9
COc1cccc2c1[C@@H]1CN(CCCCn3c(=O)[nH]c4c(sc5ncc(-c6ccccc6)nc54)c3=O)C[C@@H]1CO2,-5.4
CC(=O)[C@]1(O)Cc2c(O)c3c(c(O)c2[C@@H](O[C@H]2C[C@H](N)[C@H](O)[C@H](C)O2)C1)C(=O)c1ccccc1C3=O,155.7*
CCn1ccnc1CC1COc2ccccc2O1 (stereo unspecified),0.5
NC(=O)c1cccc(N)c1,2.6
NCCC1CCCC(CCN)N1 (stereo unspecified),-1.8
COc1cc2c(CCNC(C)=O)c[nH]c2cc1O,11.1
Nc1nc(N)c2nc(CNc3ccc(C(=O)NC(CCC(=O)O)C(=O)O)cc3)cnc2n1 (stereo unspecified),1.5
CC1=C(C(=O)O)N2C(=O)[C@@H](NC(=O)C(N)C3=CCC=CC3)[C@H]2SC1 (stereo partly specified),0.4
CCCc1c(OCCCOc2ccc(OCC(=O)O)cc2)ccc(C(C)=O)c1O,0.1
CN(C)CCCO[C@@H]1[C@H]2OC(C)(C)O[C@H]2O[C@@H]1C(O)CO (stereo partly specified),-4.2
CCCCC[C@H](CC(=O)NO)C(=O)N[C@H](C(=O)N1CCC[C@H]1CO)C(C)C,4.9
CCOC(=O)C12CC1/C(=N/O)c1ccccc1O2 (stereo unspecified),0.9
OC(CN1CCN(c2cccc(Cl)c2)CC1)C(c1ccccc1)c1ccccc1 (stereo unspecified),-3.0

# Copied from the list:
# Nc1nc(N)c2nc(CNc3ccc(C(=O)NC(CCC(=O)O)C(=O)O)cc3)cnc2n1 (stereo unspecified) | Hsp90 inh: 1.5
# COc1cccc2c1[C@@H]1CN(CCCCn3c(=O)[nH]c4c(sc5ncc(-c6ccccc6)nc54)c3=O)C[C@@H]1CO2 | Hsp90 inh: -5.4
# NC(=O)c1cccc(N)c1 | Hsp90 inh: 2.6
# COc1ccccc1N1CCN(CCN(C(=O)c2ccc(F)cc2)c2ccccn2)CC1 | Hsp90 inh: -2.9

# (continued)
SMILES,Hsp90 inh
COc1ccc2nccc(C)c2c1,-1.3
Clc1ccc(N2CCN(Cc3c[nH]c4ncccc34)CC2)cc1,-0.7
O=C1CCC(c2ccc(-n3ccnc3)cc2)=NN1,0.1
COc1cc(N=C2C=CC(=O)C=C2)c2ncccc2c1,3.2
O=C(/C=C/c1ccc(O)c(O)c1)OCCc1ccccc1,89.7*
Cc1nc(N=Nc2ccc(S(=O)(=O)O)cc2S(=O)(=O)O)c(COP(=O)(O)O)c(C=O)c1O,3.7
COc1cc(/C=C(\C#N)C(=O)c2ccc(O)c(O)c2)cc(I)c1O,72.6*
O=C1C2C=CC=CC2=NC(=S)N1CCN1CCC(=C(c2ccc(F)cc2)c2ccc(F)cc2)CC1 (stereo unspecified),-2.1
O=C(O)CN(CCN(CC(=O)O)CC(=O)O)CCN(CC(=O)O)CC(=O)O,-3.2
COc1cc(OC)c(/C=C2/C(=O)Nc3ccccc32)c(OC)c1,-0.7
NCCNC(=O)c1ncsc1-c1cccc(F)c1,1.0
C=C(C)C1CC=C(C(=O)O)CC1 (stereo unspecified),-0.1
CCCC(=O)NCCc1c2n(c3ccc(OC)cc13)Cc1ccccc1-2,-0.7
NC(Cc1cccc(-c2ccccc2CP(=O)(O)O)c1)C(=O)O (stereo unspecified),-1.3
[Li+],1.2
N#Cc1cc2nc(O)c(O)nc2cc1[N+](=O)[O-],13.8
CN(Cc1cnc2nc(N)nc(N)c2n1)c1ccc(C(=O)N[C@@H](CCC(=O)O)C(=O)O)cc1,-0.8
COc1ccccc1N1CCN(CCCCN2C(=O)c3ccccc3C2=O)CC1,-1.2
CC[C@@H]1Cc2cc(O)ccc2C2=C1c1ccc(O)cc1C[C@H]2CC,14.4
Nc1nc(Nc2ccccc2)nc2c1ncn2[C@@H]1O[C@H](CO)[C@H](O)C1O (stereo partly specified),0.4
COc1cc(NC(=O)C=CC(=O)O)c2ncccc2c1,5.9
COc1ccc(NC(=O)/C=C/c2ccc(Cl)cc2)cc1,2.6
COc1cccc(OC)c1OCCNCC1COc2ccccc2O1 (stereo unspecified),-2.6
CNCCC(Oc1ccccc1C)c1ccccc1 (stereo unspecified),0.4
S=C(S)N1CCCC1,3.7
Cn1c(=O)c2[nH]c(C3CCCC3)nc2n(C)c1=O,0.7
COC(=O)c1c(C)[nH]c(C)c1C(=O)c1ccccc1Cc1ccccc1,-1.6
CC(C)Cn1c(=O)n(C)c(=O)c2[nH]cnc21,6.6
CCCCS(=N)(=O)CCC(N)C(=O)O (stereo unspecified),1.5
COc1cc(-c2ccc(=O)[nH]n2)ccc1OC(F)F,1.0
O=Nc1c(-c2c(O)[nH]c3ccccc23)[nH]c2ccccc12,-16.9
O=C(NCCNCC(O)COc1ccc(O)cc1)N1CCOCC1 (stereo unspecified),1.5
C=CCN1CCc2c(cc(O)c(O)c2Br)[C@@H](c2ccccc2)C1,80.6*
Cc1nc2c(OCc3ccccc3)cccn2c1CC#N,-2.1
CN1C2CCC1CC(NC(=O)c1nn(C)c3ccccc13)C2 (stereo unspecified),-1.8
O=c1cc(-c2ccccc2)[nH]c2nc(Cl)ccc12,-1.3
CC(C)NCC(O)c1cc(O)cc(O)c1 (stereo unspecified),-2.9
NCC(O)(CS(=O)(=O)O)c1ccc(Cl)cc1 (stereo unspecified),0.9
CCCCNc1c(C(=O)OCC)c(C)nc2c1cnn2CC,-5.2
CCc1cccc(N(C)C(N)=Nc2cccc3ccccc23)c1,3.8
CC(C)NC[C@H](O)COc1cccc2ccccc12,-0.7
CC(/C=C/c1cccc(Oc2ccc(F)cc2)c1)N(O)C(N)=O (stereo unspecified),14.5
Nc1cc(O)cc2cccnc12,150.2*
CC#CCOC(=O)c1c(C)nc2sc3c(c2c1N)CCC(O)C3 (stereo unspecified),0.4
COc1ccc(C(=O)NCc2cccnc2)cc1C(=O)NCc1cccnc1,-2.4
CO/N=C(\C(=O)N[C@@H]1C(=O)N2C(C(=O)O)=C(CSc3nc(=O)c(O)nn3C)CSC12)c1csc(N)n1 (stereo partly specified),-0.2
NC(N)=NCc1cccc(I)c1,1.6
COc1cc(NS(=O)(=O)c2ccc(F)c(C#N)c2)c2ncccc2c1,-4.1
COc1ccc2[nH]cc(CCNC(C)=O)c2c1,-1.2
CN(C)c1ccc(/C=C2\C(=O)Nc3ccccc32)cc1,44.9
OCC1NCC(O)C(O)C1O (stereo unspecified),0.1
CN(C)c1nc(N)c(C(=O)N=C(N)N)nc1Cl,0.9
NCCCS(=O)(=O)O,-1.9
CC(=O)[C@H]1CCC2C3CC=C4C[C@@H](OS(=O)(=O)O)CC[C@]4(C)C3CC[C@@]21C (stereo partly specified),3.2
COc1cc(C(=O)OCCCN2CCCN(CCCOC(=O)c3cc(OC)c(OC)c(OC)c3)CC2)cc(OC)c1OC,-1.6
NCCNS(=O)(=O)c1cccc2cnccc12,0.4
CC(N)=NCc1cccc(CN)c1,2.1
c1ccc2nc(C3=NCCN3)ccc2c1,-1.3
Cc1ccccc1/C=C/C1=NCCN1,-1.2
COc1ccc2c(c1)[nH]c1c(C=Cc3ccccc3)nccc12,-7.5

# By substructure: those above with two or more sulfur atoms
SMILES,Hsp90 inh
Cc1nc(N=Nc2ccc(S(=O)(=O)O)cc2S(=O)(=O)O)c(COP(=O)(O)O)c(C=O)c1O,3.7
S=C(S)N1CCCC1,3.7
CO/N=C(\C(=O)N[C@@H]1C(=O)N2C(C(=O)O)=C(CSc3nc(=O)c(O)nn3C)CSC12)c1csc(N)n1 (stereo partly specified),-0.2

# More records
SMILES,Hsp90 inh
C[N+](C)(C)CCOC(N)=O,-0.2
CC(C)NCC(O)c1ccc(NS(C)(=O)=O)cc1 (stereo unspecified),-0.7
CCN(CC)CCCNc1cc(OC)cc2ccc(OC)nc12,67.2*
CC(C)[C@H](NC(=O)OCc1ccccc1)C(=O)N[C@H](C=O)Cc1ccccc1,1.0
CCC1(O)CC2CN(CCc3c([nH]c4ccccc34)[C@@](C(=O)OC)(c3cc4c(cc3OC)N(C=O)C3[C@]45CCN4CC=C[C@@](CC)([C@@H](OC(C)=O)[C@]3(O)C(=O)OC)[C@H]45)C2)C1 (stereo partly specified),1.0
CCCN(CCC)CCc1cccc2c1CC(=O)N2,-2.4
O=c1[nH]cc(F)c(=O)[nH]1,2.9
c1cnc(N2CCN(Cc3ccc4c(c3)OCO4)CC2)nc1,3.2
COc1cccc(-c2cc(=O)c3ccccc3o2)c1N,1.5
NC/C=C/C(=O)O,-1.8
Nc1ncn([C@@H]2O[C@H](CO)[C@@H](O)[C@H]2O)c(=O)n1,0.4
CC(=O)N[C@@H](Cc1c[nH]c2ccccc12)C(=O)OCc1cc(C(F)(F)F)cc(C(F)(F)F)c1,-1.3
O=c1[nH]c(=O)n([C@H]2C[C@H](O)[C@@H](CO)O2)cc1Br,-3.0
COc1cc2c(cc1OC)-c1cc(=Nc3c(C)cc(C)cc3C)n(C)c(=O)n1CC2,3.7
OCC1NC[C@@H](O)C(O)[C@@H]1O (stereo partly specified),-2.3

# Four of these compounds in a different format:
> c1cnc(N2CCN(Cc3ccc4c(c3)OCO4)CC2)nc1
  Hsp90 inh = 3.2

> COc1cccc(-c2cc(=O)c3ccccc3o2)c1N
  Hsp90 inh = 1.5

> NC/C=C/C(=O)O
  Hsp90 inh = -1.8

> Nc1ncn([C@@H]2O[C@H](CO)[C@@H](O)[C@H]2O)c(=O)n1
  Hsp90 inh = 0.4

# Back to the main list, starting two compounds before the break.
SMILES,Hsp90 inh
COc1cc2c(cc1OC)-c1cc(=Nc3c(C)cc(C)cc3C)n(C)c(=O)n1CC2,3.7
OCC1NC[C@@H](O)C(O)[C@@H]1O (stereo partly specified),-2.3
CN(C)CCC(c1ccc(Cl)cc1)c1ccccn1 (stereo unspecified),1.5
N[C@H]1CONC1=O,-4.7
FC(F)(F)c1cc(CO[C@H]2CCCN[C@H]2c2ccccc2)cc(C(F)(F)F)c1,-3.4
Cc1ccc(/C(=C\CN2CCCC2)c2ccccn2)cc1,2.1
c1ccc([C@H]2CN3CCSC3=N2)cc1,1.6
COc1ccc2[nH]c(I)c(CCNC(C)=O)c2c1,0.1
O=C(O)[C@@H]1C[C@@H](C(=O)O)N1,1.5
O=C(CCc1ccc(O)cc1)c1c(O)cc(O)cc1O,1.0
CC(C)C(=O)Nc1ccc([N+](=O)[O-])c(C(F)(F)F)c1,0.7
N[C@@H]1CONC1=O,-0.8
CC(C)[C@@H]1NC(=O)[C@H](CCCCN)NC(=O)[C@@H](Cc2c[nH]c3ccccc23)NC(=O)[C@H](Cc2ccc(O)cc2)NC(=O)[C@H](C)N(C)C(=O)[C@H](Cc2ccccc2)NC1=O,-2.9
Cc1cc(O)c2c(c1)C(=O)c1cc(O)cc(O)c1C2=O,8.3
COc1cc(NS(=O)(=O)CC(C)C)c2ncccc2c1,1.0

# Assay outcomes (PubChem)
